Source: PubChem BioAssay (several laboratories)
zfTRPN1 agonist: agonists of zebrafish TRPN1 channel; HEK293 zebrafish TRPN1-YFP, Fluo-8 calcium fluorescence; 100% = response to 87 µM carbachol; activation, % at 3 µM; 220,000 tested, 0.18% active; AID 1424;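 active means activation above its plate's cutoff, the mean activation of test wells on that plate plus 3 SD, cut at about 19% in these data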;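 further: 0% = DMSO alone and 100% = 87 µM carbachol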
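Material: zebrafish TRPN1-YFP in HEK293 cells. Doses: one dose of 3 µM, 0.3% DMSO. Incubation: dye 1 h 37 °C plus 30 min RT. Measured by: intracellular calcium fluorescence with Fluo-8.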
thrombin 1536: blocks human thrombin protease activity. P00734. inhibition, % at 5 µM. 220,000 tested, 0.26% active. alpha-thrombin, Boc-VPR-AMC fluorogenic substrate cleavage;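 active means inhibition at or above 40%; inactive means inhibition below 40%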;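 further: 0% = enzyme with no compound and 100% = wells without enzyme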
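Material: human alpha-thrombin enzyme / Medium: pH 7.5 Tris (50 mM) with NaCl 150 mM, Tween 20 0.05% / Compound: single-point dosing at 5 µM, 0.2% DMSO / Incubation: enzyme reaction carried out at room temperature / Detection: AMC fluorescence, 355/460 nm / Read-out basis: percent inhibition scaled between no-compound controls and no-enzyme blanks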
Tb hexokinase: blocks Trypanosoma brucei hexokinase 1 activity. 220,000 tested, 0.11% active. inhibition, % at 10 µM. recombinant TbHK1, G6PDH-coupled NADH A340;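 active means inhibition of 50% or more in the single-dose primary screen; inactive means inhibition below 50%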
Calpain2 inh: calpain II (pig) inhibition; purified calpain II, fluorogenic peptide substrate, 30 min; inhibition, % at 16 µM; 220,000 tested, 0.37% active;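 active means inhibition above about 50%, limit read from the data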
TRPML3 agonist: agonists of human TRPML3 channel; Q8TDD5; HEK293 TRPML3-YFP, Fluo-8 calcium fluorescence; 100% = the carbachol control signal; activation, % at 3 µM; 220,000 tested, 0.29% active;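 active means activation above its plate's cutoff, the mean activation of the plate's test wells plus 3 SD, cut at about 12% in these data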;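 further: 0% = DMSO only wells and 100% = carbachol wells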
Target sequence (Q8TDD5 whole entry, looked up): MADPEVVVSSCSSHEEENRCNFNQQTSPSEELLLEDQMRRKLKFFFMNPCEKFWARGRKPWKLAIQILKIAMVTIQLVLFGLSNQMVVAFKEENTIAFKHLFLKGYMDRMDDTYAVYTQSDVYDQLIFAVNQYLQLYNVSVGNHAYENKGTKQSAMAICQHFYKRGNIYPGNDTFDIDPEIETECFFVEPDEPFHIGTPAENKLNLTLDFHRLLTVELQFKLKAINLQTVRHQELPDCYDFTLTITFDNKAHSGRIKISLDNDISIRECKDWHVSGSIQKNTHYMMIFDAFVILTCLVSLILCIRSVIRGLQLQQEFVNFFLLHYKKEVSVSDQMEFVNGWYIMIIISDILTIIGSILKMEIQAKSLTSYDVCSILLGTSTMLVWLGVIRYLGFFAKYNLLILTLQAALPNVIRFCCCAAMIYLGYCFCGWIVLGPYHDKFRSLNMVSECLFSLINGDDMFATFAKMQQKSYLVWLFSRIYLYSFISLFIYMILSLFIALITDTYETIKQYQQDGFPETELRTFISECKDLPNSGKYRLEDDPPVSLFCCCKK
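Test system: TRPML3-YFP stable HEK293 cells. Doses: single point at 3 µM. Incubation: dye loading 1 h 37 °C then 30 min ambient, 125 s read. Signal: Fluo-8 calcium dye fluorescence, ex 470-495, em 515-575 nm. Measure: percent activation from peak-to-basal fluorescence ratio, scaled between DMSO and carbachol.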
PPC-1+TRAIL kill: PPC-1 cancer cell killing with TRAIL present; PPC-1 cells + TRAIL, ATPLite viability luminescence; cell killing (% activity), % at 4 µM; 220,000 tested, 0.41% active; AID 1443;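 active means cell killing above 50% in the first pass at 4 µM, then a duplicate retest at 5 µM averaging 50% or more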;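 further: plate controls were cells with TRAIL plus DMSO for no effect and medium-only wells lacking cells for full effect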
Furin inh: inhibitors of human furin. 220,000 tested, 0.061% active. inhibition, % at 30 µM. purified furin, fluorogenic substrate cleavage; in the data active means inhibition above about 25%; further: inactives centre near -15
EBV gp42 block: EBV gp42 inhibition; Q1HVG2; Fluorescence polarization binding assay, mP read-out; inhibition, % (tested at 21.74 µM); 220,000 tested, 0.42% active; in the data active means inhibition above about 50%
Target sequence (Q1HVG2 whole entry, looked up): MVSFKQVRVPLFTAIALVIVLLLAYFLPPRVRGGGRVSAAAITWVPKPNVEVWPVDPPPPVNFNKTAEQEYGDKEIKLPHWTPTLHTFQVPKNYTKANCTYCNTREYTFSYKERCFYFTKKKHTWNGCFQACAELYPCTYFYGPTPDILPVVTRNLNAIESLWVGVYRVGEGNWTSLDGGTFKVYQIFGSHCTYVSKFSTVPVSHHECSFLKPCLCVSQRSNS
KCC2 mod: modulators of human KCC2 chloride dependent transport; KCC2 cells, thallium flux FluoZin-2 fluorescence; B-score of Tl+ flux slope (higher = more flux/activation; lower = inhibition) at 10 µM; 190,000 tested, 2.2% active; Q9H2X9;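 active means thallium flux slope and its plate-corrected score both differing from the plate sample mean at a set confidence after two filtering rounds, in either direction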;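 further: slope of fluorescence scaled to starting intensity during 10 to 20 s after thallium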
Starred values were filed as active, the others as inactive; . = no result given; [ ] = another dose, or the depositor's remark. Compounds as they come (roughly 3.6% active in at least one column).

SMILES	zfTRPN1 agonist	thrombin 1536	Tb hexokinase	Calpain2 inh	TRPML3 agonist	PPC-1+TRAIL kill	Furin inh	EBV gp42 block	KCC2 mod
Cc1ccc2cc(C3CC(c4ccco4)=NN3C(=O)CCCC(=O)O)c(Cl)nc2c1 (stereo not drawn)	0.7	-9	-13	14	0.5	5	-12	-13	-0.32
Cn1c(=O)[nH]c(=O)c2c1nc1n2CCN1Cc1ccccc1	-1.0	3	-3	-2	0.3	-6	-12[20 µM]	-20	1.1
NC(=NC(=O)c1ccccc1)C1=C(O)CCC1=O	0.5	0	3	9	0.1	16	-19	-23	-0.18
O=C(Nc1ccc(Cl)cc1)c1cccc(N2C(=O)C3C4CCC(C4)C3C2=O)c1 (stereo not drawn)	6.6	3	2	19	3.6	12	-31	-13	0.11
CCOC(=S)N/C(=N\S(C)(=O)=O)c1ccccc1	0.5	2	5	13	-0.3	8	-20	-12	0.83
CCSc1nnc(NC(=O)c2ccccc2C)s1	-0.4	5	2	-20	0.9	6	-13	-7	-0.16
CC(C)NC(=O)NC(=O)COC(=O)CCCSc1nc2ccccc2s1	0.5	-9	3	15	-0.1	13	-7	-10	-1.8
COc1ccc(C(c2nnnn2Cc2ccc(F)cc2)N2CCN(c3ccc(OC)cc3)CC2)cc1 (stereo not drawn)	0.7	-8	4	25	1.1	5	-26	-14	-1.2
CCCCC(=O)Nc1ccc(C(=O)N2CCCC(C(=O)OCC)C2)cc1 (stereo not drawn)	0.4	-1	2	-11	0.3	37	2[20 µM]	-12	1.8
COc1cc(-c2cc(C(=O)Nc3ccc(O)cc3)c3ccccc3n2)cc(OC)c1OC	2.5	-2	-20	-34	0.6	12	-12	-5	0.065
NS(=O)(=O)c1ccc(CNC(=O)c2ccc(S(=O)(=O)C(F)F)cc2)cc1	2.1	0	-12	-18	0.7	5	-28	-4	1.8
COCCNC(=O)C(=O)N/N=C/c1ccccc1C(F)(F)F	0.1	1	-3	-14	0.2	6	-11[20 µM]	-19	0.021
c1cc(Nc2ncnc3sc4c(c23)CCC4)ccn1	1.0	-2	-15	-284	1.2	20	-27	-5	1.2
CCOCCCNC(=O)CCCOc1ccccc1	-2.0	-6	9	-10	0.6	-1	-19[20 µM]	0	-0.49
CCOC(=O)/C(=C/c1ccc(F)cc1)NC(C)=O	1.8	-11	0	19	0.1	11	-21	-3	0.45
COc1ccc(C(=S)N2CCCC2)cc1	0.5	0	5	-15	-0.3	3	-22[20 µM]	-2	0.56
CC(=O)Nc1ccc(S(=O)(=O)Oc2ccc(N3C(=O)C4CCCCC4C3=O)cc2)cc1 (stereo not drawn)	13	-5	5	9	7.4	-17	-28	-1	0.47
CCOc1ccc(CNc2ccc(S(N)(=O)=O)cc2)cc1	0.8	1	-3	25	0.2	4	-14	-14	1.4
COc1cccc(NC(=S)Nc2cccnc2)c1	-0.8	-8	26	9	-0.1	-36	18	-12	0.8
Cc1cc(NC(=O)c2ccc(NC(=O)c3cccs3)cc2)no1	1.1	0	-4	-55	0.7	8	-16	-21	-1.2
O=C(Oc1ccc(Br)cc1)c1cncc(Br)c1	-0.8	-10	1	-21	1.1	19	-23[20 µM]	-17	0.26
CCOC(=O)c1c(-c2ccc(C)o2)csc1NC(=O)COC(=O)c1cccs1	0.2	-4	5	-8	1.9	10	-13[20 µM]	-8	-0.001
CCN(C(=O)CSc1n[nH]c(-c2cccs2)n1)C1CCS(=O)(=O)C1 (stereo not drawn)	0.1	0	8	9	-0.4	4	-10	-15	0.079
COc1cc(C(=O)OCCC(C)C)cc(OC)c1O	-0.6	-12	-15	16	-0.5	3	-14	3	-0.94
NS(=O)(=O)c1ccc(CNC(=O)Cc2ccccc2F)cc1	0.8	-7	3	4	0.9	5	-22	1	1.6
COC(C[C@@H](O)[C@@H](C)[C@H](O)COCc1ccccc1)OC	.	-3	-5	-7	.	17	-31	-17	0.87
COc1cc(NC(=S)NC(=O)c2ccccc2C)ccc1NC(=O)c1cccs1	0.8	3	5	-32	0.1	7	-17[20 µM]	-9	1.3
CC(C)(C)c1ccccc1NC(=O)Cn1c(=O)cnc2ccccc21	0.5	1	27	-9	0.7	-3	-4	-14	0.24
O=C(Nn1c(C2CCCCC2)nc2ccccc2c1=O)c1ccc(Cl)c([N+](=O)[O-])c1	1.5	-7	-7	-3	3.4	20	-11	14	-1.7
O=C(NCCN1CCOCC1)c1cc(S(=O)(=O)Nc2ccccc2F)c(Cl)cc1Cl	2.3	1	6	-9	0.8	14	-25	5	0.3
O=C(O)CCNC(=O)c1ccc(Br)o1	2.5	4	2	0	1.1	27	-26	-21	0.67
Cc1ccsc1C(=O)Nc1ccc(F)c([N+](=O)[O-])c1	0.6	-1	2	8	0.1	23	-8	-4	0.017
COC(=O)c1sc(NC(=O)COc2ccccc2)nc1C	0.3	-7	-6	3	0.2	3	-13[20 µM]	-5	0.24
O=C(COc1ccccc1Br)c1ccc(O)cc1O	-0.9	-7	-39	10	-0.3	-4	-21	3	-2.2
S=C(NCCc1ccc(Cl)cc1)Nc1ccc(Cl)cc1Cl	-1.3	-7	0	31	0.0	3	-12	-6	1.5
N/C(Cc1cccc2ccccc12)=N\O	0.9	-2	-6	-10	0.4	-4	-23	-6	-0.24
CN(Cc1ccccc1)C(=O)c1cc(-c2ccc(Br)cc2)on1	1.2	-1	0	1	0.3	-4	-13[20 µM]	-12	-0.062
COc1ccccc1NC(=O)CSc1nnc(-c2ccco2)o1	-1.1	-1	-4	-8	-0.3	14	-16	-8	.
COC(=O)CC1C(=O)NCCN1C(=S)Nc1cccc(C(F)(F)F)c1 (stereo not drawn)	1.0	-12	5	21	1.2	7	-9	8	1.5
CCC(C)c1ccc(NC(=O)c2cnn3c(C(F)F)cc(C)nc23)cc1 (stereo not drawn)	-0.7	-1	-11	-39	0.5	-18	-23	0	1.1

Five records picked at random from those above:
SMILES	zfTRPN1 agonist	thrombin 1536	Tb hexokinase	Calpain2 inh	TRPML3 agonist	PPC-1+TRAIL kill	Furin inh	EBV gp42 block	KCC2 mod
COc1cc(C(=O)OCCC(C)C)cc(OC)c1O	-0.6	-12	-15	16	-0.5	3	-14	3	-0.94
O=C(Nn1c(C2CCCCC2)nc2ccccc2c1=O)c1ccc(Cl)c([N+](=O)[O-])c1	1.5	-7	-7	-3	3.4	20	-11	14	-1.7
S=C(NCCc1ccc(Cl)cc1)Nc1ccc(Cl)cc1Cl	-1.3	-7	0	31	0.0	3	-12	-6	1.5
O=C(NCCN1CCOCC1)c1cc(S(=O)(=O)Nc2ccccc2F)c(Cl)cc1Cl	2.3	1	6	-9	0.8	14	-25	5	0.3
COC(=O)CC1C(=O)NCCN1C(=S)Nc1cccc(C(F)(F)F)c1 (stereo not drawn)	1.0	-12	5	21	1.2	7	-9	8	1.5

Next section
SMILES	zfTRPN1 agonist	thrombin 1536	Tb hexokinase	Calpain2 inh	TRPML3 agonist	PPC-1+TRAIL kill	Furin inh	EBV gp42 block	KCC2 mod
O=C1c2ccccc2C(=O)N1CCCc1nc2ccccc2c(=O)n1Cc1ccco1	-0.4	-5	4	41	0.0	5	-12	7	-0.33
O=C(CSc1n[nH]c(=O)n1C1CC1)c1ccc(F)cc1	-0.4	-1	-17	9	0.6	6	-14	-7	-0.014
COC(=O)c1ccc(NC(=O)C2CCCN2S(=O)(=O)c2ccc(C)cc2)cc1 (stereo not drawn)	2.6	-2	6	17	0.1	9	-23	-16	-0.64
COc1ccc(/C=C2\N=C(c3ccccc3)NNC2=O)cc1	0.1	5	-11	-6	1.3	-5	-12	4	-0.33
C=C1CCN([C@@H](C)C(=O)NCCCCCC)S(=O)(=O)c2ccccc21	.	2	0	-3	.	18	-22	-23	-1.2
COC(=O)c1sc(NC(=O)c2c(OC)cccc2OC)c(C#N)c1C	1.0	-9	-3	-23	0.6	11	-17	-5	0.47
COc1ccc(CCc2nnc(CCC(=O)NCc3cc(C(C)C)no3)o2)cc1	0.6	-4	7	25	0.0	.	-9	-6	0.77
c1ccc(Cn2c(NCc3ccco3)nc3ccccc32)cc1	-1.8	7	3	0	-0.9	18	-29	-10	1.1
COC(=O)CCCCCCCCC(O)C[N+]1(C)CCOCC1 (stereo not drawn)	1.4	-7	1	-12	0.6	-6	-7	-60	0.21
S=c1nn[nH]n1C12CC3CC(CC(C3)C1)C2	0.1	2	-7	-2	1.4	14	-11[20 µM]	-7	.
Cc1ccc(N/N=C(\C#N)C(=N)N2CCCCCC2)cc1	-0.9	3	-20	43	-0.1	42	0	-8	0.6
CCCCn1c(=O)n(CC(O)c2ccccc2)c(=O)c2c1ncn2C1CCCC1 (stereo not drawn)	1.9	-1	0	15	-0.5	1	-28	4	.
O=C(Cc1cn2ccsc2n1)Nc1ccccc1Oc1ccccc1	-0.8	-5	-3	19	-0.8	0	-2	-17	-0.85
COc1ccc(C(=O)OCC(=O)NCC2CCCO2)cc1 (stereo not drawn)	-0.7	-25	4	-7	0.1	0	-25	-12	-0.17
Cc1ccc(-c2nnc3sc(CCc4ccccc4)nn23)cc1	-1.0	-9	-2	-40	-1.0	5	-22[20 µM]	-4	-0.97
CC(C)N(Cc1cc2ccccc2[nH]c1=O)C(=O)c1ccco1	2.0	-9	-5	-38	1.1	17	-19	-23	0.084
CCOC(=O)c1sc(NC(=O)CSc2n[nH]c(CC(C)C)n2)nc1C	0.1	-2	-2	10	-0.2	6	-15	-12	0.27
CCc1nnc(NC(=O)C2CCCN2S(=O)(=O)c2ccc(C)cc2)s1 (stereo not drawn)	-0.3	-5	1	17	-0.9	9	-14[20 µM]	0	0.057
COc1cccc(Cn2nnc(C(=O)Nc3ccc(C)cc3)c2N)c1	-0.5	-2	-9	16	-0.5	12	-18	-20	-0.17
O=C(COc1ccc(-c2ccccc2)cc1)NNC(=O)NC1CCCCC1	-2.0	-6	1	30	-0.1	4	-30	-9	-0.89

Part of the list above, limited to zfTRPN1 agonist and Furin inh:
mol | zfTRPN1 agonist | Furin inh
COc1cccc(Cn2nnc(C(=O)Nc3ccc(C)cc3)c2N)c1 | -0.5 | -18
O=C(COc1ccc(-c2ccccc2)cc1)NNC(=O)NC1CCCCC1 | -2.0 | -30

(cont.)
SMILES	zfTRPN1 agonist	thrombin 1536	Tb hexokinase	Calpain2 inh	TRPML3 agonist	PPC-1+TRAIL kill	Furin inh	EBV gp42 block	KCC2 mod
Cc1nc2c(-c3ccc(Cl)cc3)cnn2c2c1CCC2	0.3	-8	-8	-379	0.9	-9	-32	8	0.41
CN(C)C1=C(Cl)C(=O)N(c2ccc(Cl)c(Cl)c2)C1=O	0.5	-7	-13	-23	0.5	-4	-21	36	-1.1
Cc1ccccc1-n1c(Cn2c(=O)sc3ccccc32)nnc1SCC(=O)Nc1nccs1	0.0	-1	0	-3	0.1	10	-30	-14	0.28
CC1(C)OC(=O)C(=CNC(=O)c2c(F)cccc2F)C(=O)O1	2.0	0	-1	-16	1.1	7	-25	-4	-0.023
CCOc1ccc(NC(=O)c2cnccn2)cc1	-0.7	-2	-6	-17	0.2	47	-12[20 µM]	-3	1.7
COc1ccc(OCC(Cn2cnc3ccccc32)OC(C)=O)cc1 (stereo not drawn)	1.9	-4	9	18	-0.3	15	-20	-6	-0.17
Cc1ccc(C2C(C(=O)c3cccs3)=C(O)C(=O)N2c2nnc(C)s2)cc1 (stereo not drawn)	42*	10	-10	-31	22*	19	-10	123*	-0.99
COC(=O)c1ccc(NC(=S)Nc2cccc(C)n2)cc1	-1.3	-2	-3	5	0.6	19	-12	6	0.27
